Screens (PubChem)
PPARg SRC-3 ag = PPARgamma agonists recruiting SRC-3 coactivator, primary screen, biochemical; Peroxisome proliferator-activated receptor gamma (Homo sapiens), P37231; activation, % at 8 µM; biochemical PPARgamma/SRC-3 coactivator recruitment assay; 200,000 compounds, 0.26% hits; in the data active means activation above about 23%;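 further: 0% = DMSO and 100% = reference agonist; some compounds past the cut are filed as inactive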
ROMK mod = ROMK potassium channel modulators, primary screen, cell-based, thallium flux, MLSMR library; B-score at 10 µM; AID 1918, 2009; ATP-sensitive inward rectifier potassium channel 1 (Homo sapiens), P48048; Tet-inducible ROMK, thallium flux fluorescence; actives lie on both sides; 130,000 compounds, 2% hits;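 active means signal ratio slope over the read window, or its plate-corrected B-score, at least 3 SD from the plate mean, either direction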;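 further: B-score of the F/F0 ratio slope over 7 to 12 s after thallium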
Target sequence (P48048 whole entry, looked up): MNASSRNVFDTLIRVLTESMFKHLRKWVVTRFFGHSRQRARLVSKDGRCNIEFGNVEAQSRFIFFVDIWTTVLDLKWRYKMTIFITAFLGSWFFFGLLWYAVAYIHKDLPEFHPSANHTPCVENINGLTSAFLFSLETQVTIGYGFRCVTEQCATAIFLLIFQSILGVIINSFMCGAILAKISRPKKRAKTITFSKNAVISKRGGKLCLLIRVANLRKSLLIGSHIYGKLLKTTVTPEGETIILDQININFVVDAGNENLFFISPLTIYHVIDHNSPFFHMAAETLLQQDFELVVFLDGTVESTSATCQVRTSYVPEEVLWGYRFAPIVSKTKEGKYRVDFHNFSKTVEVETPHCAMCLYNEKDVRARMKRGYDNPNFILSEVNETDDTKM
S1P3 antagonist = S1P3 receptor antagonists, primary screen, cell-based; Sphingosine 1-phosphate receptor 3 (Homo sapiens), Q99500; CHO S1P3 NFAT-BLA reporter, FRET fluorescence, antagonist mode; inhibition, % at 4.98 µM; 170,000 compounds, 0.27% hits; AID 485, 2006;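 active means inhibition above the plate cutoff, the mean inhibition of test wells on that plate plus 3 SD, cut at about 28% in these data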;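 further: cells challenged with S1P at its EC80 of 0.8 µM; blue over green emission ratio from cleaved BLA substrate after 4 h stimulation; 0% = S1P-stimulated wells and 100% = unstimulated DMSO-only wells; some compounds past the cut are filed as inactive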
Target sequence (Q99500 whole entry, looked up): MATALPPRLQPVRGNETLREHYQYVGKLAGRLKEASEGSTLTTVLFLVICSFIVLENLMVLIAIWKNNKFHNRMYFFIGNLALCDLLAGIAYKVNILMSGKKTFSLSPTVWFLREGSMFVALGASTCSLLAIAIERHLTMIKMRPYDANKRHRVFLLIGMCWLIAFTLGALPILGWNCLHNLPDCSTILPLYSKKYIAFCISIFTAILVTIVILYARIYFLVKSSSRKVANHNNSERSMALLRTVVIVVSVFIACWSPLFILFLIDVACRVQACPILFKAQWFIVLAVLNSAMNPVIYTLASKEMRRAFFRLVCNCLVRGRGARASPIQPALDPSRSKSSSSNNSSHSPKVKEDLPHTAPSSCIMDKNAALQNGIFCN
DTT redox prof = compounds producing H2O2 with reducing agent – biochemical, NIH compound library profiling, artefact control for MLSCN library redox annotation, primary screen. DTT-dependent redox cycling H2O2, phenol red/HRP absorbance; 100% = 100 µM peroxide control, 0% = buffer. activation, % at 10 µM. 200,000 compounds, 0.03% hits. AID 878, 2007;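 active means activation of at least 50% relative to the plate's high and low controls in the primary single-dose screen; inactive means activation below 50%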;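 further: compound incubated with DTT at 0.8 mM final as the reducing agent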
Lmaj promast = Leishmania major promastigote growth inhibition, primary screen; Leishmania major promastigotes, resazurin fluorescence viability; inhibition, % at 10 µM; 200,000 compounds, 9% hits; in the data active means inhibition above about 50%;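 further: promastigotes grown with compound for 44 hours at 28 °C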
PPARg SRC-1 ag = PPARgamma agonists recruiting SRC-1 coactivator, primary screen, biochemical. PPARgamma-SRC-1 coactivator recruitment biochemical assay. activation, % at 8 µM. 200,000 compounds, 0.41% hits. AID 631, 2007; in the data active means activation above about 19%;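 further: 0% = DMSO and 100% = reference agonist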
PPARg SRC-2 ag = agonists of PPARg-SRC-2 recruitment, primary screen, biochemical, HTS. 200,000 compounds, 0.34% hits. PPARgamma LBD-SRC-2 recruitment. activation, % at 8 µM; in the data active means activation above about 22%;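 further: 0% = vehicle and 100% = reference agonist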
bIAP inh = bovine intestinal alkaline phosphatase inhibitors, primary screen, selectivity assay for TNAP inhibitor project, biochemical, bovine IAP, CDP-star luminescence. alkaline phosphatase, intestinal [Bos taurus]. purified bovine IAP, 30 min. inhibition, % at 20 µM. 190,000 tested, under 10 active. AID 1019, 2008;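 active means over 50% inhibition of intestinal alkaline phosphatase at 20 µM in the single-dose screen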
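Incubation: 30 min reaction at room temperature / Material: purified bovine intestinal alkaline phosphatase (IAP) enzyme / Input: enzyme at 1/65,000,000 dilution / Dosing: 20 µM single dose / Signal: CDP-star luminescence signal / Reagent: CDP-star chemiluminescent phosphatase substrate, 30 µM final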
SRC2 TRFRET art = TR-FRET signal artefacts, primary screen, artefact control for PPARgamma SRC-2 agonist project, biochemical. TR-FRET ratio at 8 µM. TR-FRET artefact counter-screen; active compounds read high. 200,000 compounds, 0.4% hits. AID 1049, 2008; in the data active means TR-FRET ratio above about 2000; further: inactives centre near 1500
TLR4 MyD88 comp = inhibitors of TLR4-MyD88 association in cells, primary screen, cell-based, HeLa CL3-4, BLA complementation, FRET ratio; 200,000 compounds, 0.18% hits; Toll-like receptor 4 (Homo sapiens) + Myeloid differentiation primary response protein …; HeLa CL3-4 TLR4/MyD88 BLA complementation; inhibition, % at 8.4 µM; in the data active means inhibition above about 25%;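 further: 0% = vehicle and 100% = reference inhibitor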
bIAP act = bovine intestinal alkaline phosphatase activators, primary screen, biochemical, bovine IAP, CDP-star luminescence. alkaline phosphatase, intestinal [Bos taurus]. purified bovine IAP, 30 min; active compounds read high; fold of DMSO-control signal, blank-subtracted. activation factor at 20 µM. 200,000 compounds, 0.17% hits;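 active means activation factor of 2 or more at 20 µM, a signal rise over negative controls twice the positive control's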
Starred values were filed as active, the others as inactive.

Screening CNC(=O)c1[nH]cnc1C(=O)N[C@@H](CC(C)C)C(=O)OCc1ccccc1 returned PPARg SRC-3 ag 4, S1P3 antagonist -16, DTT redox prof 0.5, Lmaj promast 1, PPARg SRC-1 ag 3, PPARg SRC-2 ag 2, bIAP inh -24, SRC2 TRFRET art 1609, TLR4 MyD88 comp -13 and bIAP act 1.2.
For COc1cc2c(cc1OC)CN(C(=O)CC1CC3CCC1C3)CC2 (stereo not drawn) the results were PPARg SRC-3 ag 8, ROMK mod -0.22, S1P3 antagonist -17, DTT redox prof -0.2, Lmaj promast 6, PPARg SRC-1 ag -4, PPARg SRC-2 ag -6, bIAP inh -1, SRC2 TRFRET art 1334, TLR4 MyD88 comp -9 and bIAP act 1.
`Cc1ccc(N2CCN(C(=O)CN3C(=O)c4ccccc4C3=O)CC2)cc1` gave PPARg SRC-3 ag 2, ROMK mod 1.9*, DTT redox prof 0.0, Lmaj promast 2, PPARg SRC-1 ag -4, PPARg SRC-2 ag 5, bIAP inh 2, SRC2 TRFRET art 1271, TLR4 MyD88 comp 1 and bIAP act 1.
`C#CC[N+](C)(C)CCCCCCCCC` gave PPARg SRC-3 ag -2, S1P3 antagonist -5, DTT redox prof 0.2, Lmaj promast -4, PPARg SRC-1 ag 6, PPARg SRC-2 ag 5, bIAP inh -3, SRC2 TRFRET art 1485, TLR4 MyD88 comp 3 and bIAP act 1.
`N#CCCS(=O)(=O)c1nnnn1-c1ccccc1` gave PPARg SRC-3 ag 1, ROMK mod -4.7*, S1P3 antagonist 21, DTT redox prof -0.4, Lmaj promast -2, PPARg SRC-1 ag -3, PPARg SRC-2 ag -2, bIAP inh 4, SRC2 TRFRET art 1545, TLR4 MyD88 comp 10 and bIAP act 1.
Screening O=C(NNC1CC(=O)N(c2cccc(Cl)c2)C1=O)c1cccs1 (stereo not drawn) returned PPARg SRC-3 ag 1, ROMK mod 0.54, S1P3 antagonist -2, DTT redox prof 0.5, Lmaj promast 63*, PPARg SRC-1 ag 10, PPARg SRC-2 ag -1, bIAP inh 3, SRC2 TRFRET art 1648, TLR4 MyD88 comp -12 and bIAP act 1.
`CCOC(=O)c1ccccc1NC(=O)COC` gave PPARg SRC-3 ag -13, DTT redox prof 2.4, Lmaj promast -3, PPARg SRC-1 ag -2, PPARg SRC-2 ag -2, bIAP inh 7, SRC2 TRFRET art 1389, TLR4 MyD88 comp 4 and bIAP act 0.9.
CCOc1ccc(NC(=O)C2CC(=O)N(CC)C(=Nc3ccc4c(c3)OCO4)S2)cc1 (stereo not drawn) was read as PPARg SRC-3 ag -4, ROMK mod 0.32, S1P3 antagonist -15, DTT redox prof 0.6, Lmaj promast -1, PPARg SRC-1 ag 0, PPARg SRC-2 ag 1, bIAP inh 8, SRC2 TRFRET art 1401, TLR4 MyD88 comp 6 and bIAP act 0.9.
Cc1ccc(Nc2nc(N)nc(CSc3nccn3C)n2)c(C)c1 was read as PPARg SRC-3 ag 14, ROMK mod -0.3, S1P3 antagonist 11, DTT redox prof -0.9, Lmaj promast -2, PPARg SRC-1 ag 8, PPARg SRC-2 ag 7, bIAP inh 14, SRC2 TRFRET art 1565, TLR4 MyD88 comp -7 and bIAP act 0.9.
O=C1/C(=C/c2cccs2)COc2ccccc21 was read as PPARg SRC-3 ag 6, S1P3 antagonist -2, DTT redox prof 0.5, Lmaj promast 4, PPARg SRC-1 ag 2, PPARg SRC-2 ag 13, bIAP inh -1, SRC2 TRFRET art 1487, TLR4 MyD88 comp -1 and bIAP act 1.
For COc1ccc(O)c(C(=O)c2cnc3c(c2)CN(C)C(=O)N3)c1 the results were PPARg SRC-3 ag 4, ROMK mod 0.83, S1P3 antagonist 2, DTT redox prof 0.4, Lmaj promast 3, PPARg SRC-1 ag 4, PPARg SRC-2 ag -1, bIAP inh -1, SRC2 TRFRET art 1446, TLR4 MyD88 comp 11 and bIAP act 1.
`Nc1nc(Cl)cc(N2CCOCC2)n1` gave PPARg SRC-3 ag 4, DTT redox prof 1.9, Lmaj promast -4, PPARg SRC-1 ag 1, PPARg SRC-2 ag 5, bIAP inh 5, SRC2 TRFRET art 1479, TLR4 MyD88 comp -6 and bIAP act 1.
For COCC(C)n1c(SCc2ccc(C(=O)OC)o2)nc2ccccc2c1=O (stereo not drawn) the results were PPARg SRC-3 ag -3, ROMK mod 1.4, S1P3 antagonist 8, DTT redox prof -3.7, Lmaj promast 89*, PPARg SRC-1 ag 3, PPARg SRC-2 ag -2, bIAP inh -11, SRC2 TRFRET art 1620, TLR4 MyD88 comp -16 and bIAP act 1.1.
CCOC(=O)C1(Cc2ccc(OC)cc2)CCN(C(=O)Cn2cnnn2)CC1 was read as PPARg SRC-3 ag 1, ROMK mod -0.035, S1P3 antagonist 9, DTT redox prof -1.4, Lmaj promast -3, PPARg SRC-1 ag 11, PPARg SRC-2 ag 4, bIAP inh -7, SRC2 TRFRET art 1648, TLR4 MyD88 comp -7 and bIAP act 1.1.
For COc1ccc([N+](=O)[O-])cc1NC(=O)Cc1ccc(C)cc1 the results were PPARg SRC-3 ag -3, ROMK mod 1.4, S1P3 antagonist 6, DTT redox prof 0.3, Lmaj promast 58*, PPARg SRC-1 ag -3, PPARg SRC-2 ag -8, bIAP inh 3, SRC2 TRFRET art 1508, TLR4 MyD88 comp 9 and bIAP act 1.
For C/C(=N\NC(=S)NCc1ccccc1)c1ccc(C#N)cc1 the results were PPARg SRC-3 ag 4, ROMK mod 0.067, S1P3 antagonist -12, DTT redox prof -1.7, Lmaj promast 5, PPARg SRC-1 ag 2, PPARg SRC-2 ag 4, bIAP inh 8, SRC2 TRFRET art 1662, TLR4 MyD88 comp 6 and bIAP act 0.9.
For NC(=S)Nc1ncc(C(F)(F)F)cc1Cl the results were PPARg SRC-3 ag 2, ROMK mod 1.8, S1P3 antagonist -11, DTT redox prof -0.2, Lmaj promast 3, PPARg SRC-1 ag 1, PPARg SRC-2 ag 2, bIAP inh 4, SRC2 TRFRET art 1604, TLR4 MyD88 comp 0 and bIAP act 1.
CCC(=O)c1cc(F)c(N2CCN(S(=O)(=O)c3ccccc3)CC2)cc1C was read as PPARg SRC-3 ag 1, ROMK mod 0.61, DTT redox prof 0.0, Lmaj promast 64*, PPARg SRC-1 ag 4, PPARg SRC-2 ag -3, bIAP inh 0, SRC2 TRFRET art 1432, TLR4 MyD88 comp -2 and bIAP act 1.
Screening CCOc1ccc(CC(=O)NNC(=O)NC2CCCCC2)cc1 returned PPARg SRC-3 ag 1, ROMK mod 0.041, S1P3 antagonist -13, DTT redox prof -0.5, Lmaj promast -7, PPARg SRC-1 ag 5, PPARg SRC-2 ag 11, bIAP inh -6, SRC2 TRFRET art 1759, TLR4 MyD88 comp 1 and bIAP act 1.1.
`CCCN(CCC)C1=CC(=[N+]2CCCC2)CC(C)(C)C1` gave PPARg SRC-3 ag 2, ROMK mod -0.9, S1P3 antagonist -3, DTT redox prof 0.1, Lmaj promast 100*, PPARg SRC-1 ag -2, PPARg SRC-2 ag 4, bIAP inh 25, SRC2 TRFRET art 1693, TLR4 MyD88 comp 8 and bIAP act 0.7.

The closing 3 entries of the section above come first, to join the parts:
CCC(=O)c1cc(F)c(N2CCN(S(=O)(=O)c3ccccc3)CC2)cc1C was read as PPARg SRC-3 ag 1, ROMK mod 0.61, DTT redox prof 0.0, Lmaj promast 64*, PPARg SRC-1 ag 4, PPARg SRC-2 ag -3, bIAP inh 0, SRC2 TRFRET art 1432, TLR4 MyD88 comp -2 and bIAP act 1.
Screening CCOc1ccc(CC(=O)NNC(=O)NC2CCCCC2)cc1 returned PPARg SRC-3 ag 1, ROMK mod 0.041, S1P3 antagonist -13, DTT redox prof -0.5, Lmaj promast -7, PPARg SRC-1 ag 5, PPARg SRC-2 ag 11, bIAP inh -6, SRC2 TRFRET art 1759, TLR4 MyD88 comp 1 and bIAP act 1.1.
`CCCN(CCC)C1=CC(=[N+]2CCCC2)CC(C)(C)C1` gave PPARg SRC-3 ag 2, ROMK mod -0.9, S1P3 antagonist -3, DTT redox prof 0.1, Lmaj promast 100*, PPARg SRC-1 ag -2, PPARg SRC-2 ag 4, bIAP inh 25, SRC2 TRFRET art 1693, TLR4 MyD88 comp 8 and bIAP act 0.7.
C#CC(CO)N(CCN(Cc1ccccc1)C(C#C)CO)Cc1ccccc1 (stereo not drawn) was read as PPARg SRC-3 ag 3, ROMK mod -0.0024, DTT redox prof 0.1, Lmaj promast 19, PPARg SRC-1 ag 5, PPARg SRC-2 ag -2, bIAP inh -2, SRC2 TRFRET art 1503, TLR4 MyD88 comp -3 and bIAP act 1.
`CSCCC(NC(N)=O)C(=O)NCC1CCCCC1` (stereo not drawn) gave PPARg SRC-3 ag 2, S1P3 antagonist 24, DTT redox prof -0.7, Lmaj promast 2, PPARg SRC-1 ag 2, PPARg SRC-2 ag 2, bIAP inh 3, SRC2 TRFRET art 1278, TLR4 MyD88 comp -10 and bIAP act 1.
Screening CCOC(=O)C1CCCN(C(=O)CSc2ccc(NC(C)=O)cc2)C1 (stereo not drawn) returned PPARg SRC-3 ag 3, ROMK mod -0.046, S1P3 antagonist 3, DTT redox prof -0.6, Lmaj promast -8, PPARg SRC-1 ag -10, PPARg SRC-2 ag -6, bIAP inh -17, SRC2 TRFRET art 1448, TLR4 MyD88 comp -6 and bIAP act 1.2.
COc1ccccc1C(=O)NNC(=S)NC(=O)c1sc2ccccc2c1Cl was read as PPARg SRC-3 ag -1, S1P3 antagonist -5, DTT redox prof 0.4, Lmaj promast 54*, PPARg SRC-1 ag -3, PPARg SRC-2 ag -7, bIAP inh -26, SRC2 TRFRET art 1587, TLR4 MyD88 comp 1 and bIAP act 1.3.
O=C(Nc1ccccc1N1CCN(C(=O)c2ccccc2)CC1)c1cc2ccccc2o1 was read as PPARg SRC-3 ag -5, ROMK mod 1.3, S1P3 antagonist -15, DTT redox prof 0.5, Lmaj promast 21, PPARg SRC-1 ag 1, PPARg SRC-2 ag 11, bIAP inh 1, SRC2 TRFRET art 1622, TLR4 MyD88 comp 4 and bIAP act 1.
`COc1cccc(/C=N/NC(=O)CN2CC(c3ccccc3)CC2=O)c1O` (stereo not drawn) gave PPARg SRC-3 ag 0, ROMK mod -0.055, S1P3 antagonist 5, DTT redox prof -0.1, Lmaj promast 0, PPARg SRC-1 ag 7, PPARg SRC-2 ag 21, bIAP inh 9, SRC2 TRFRET art 1664, TLR4 MyD88 comp 1 and bIAP act 0.9.
